Screening data from PubChem BioAssay.
PGC1a acetyl inh – lowers PGC1a acetylation signal in U2OS cells; inhibition, % at 15.6 µM; AID 651687; hit rate 0.17% among 350,000; AlphaScreen anti-acetyl-lysine; with virally co-expressed GCN5 acetyltransferase;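 active = every replicate shows inhibition of at least 40%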;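 also: 0% = neutral control wells and 100% = positive control wells; some results beyond the cut were filed as inactive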
S100A4 inh HTS – blocks human S100A4 binding to myosin IIA peptide; S100A4/TAMRA-MyoIIA peptide fluorescence polarization; inhibition, % at 10.7 µM; hit rate 0.14% among 360,000;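 active = mean inhibition of at least 70% across replicates, with every replicate also reaching that level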
Target sequence (P26447 whole entry, looked up): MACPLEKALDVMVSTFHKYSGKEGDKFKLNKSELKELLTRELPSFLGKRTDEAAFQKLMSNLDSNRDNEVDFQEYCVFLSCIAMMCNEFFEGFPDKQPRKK
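assay system = human S100A4 monomer with TAMRA-labelled myosin IIA peptide | also added = labelled myosin peptide probe, 5 nM | incubation = 5 min between mix addition and reading | control set = DMSO and TFP controls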
EWS-Fli block – blocks EWS/Fli oncoprotein-driven transcription; A673 NR0B1-luciferase reporter, viability-normalised; inhibition, % at 12.6 µM; hit rate 0.67% among 350,000;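 active = mean inhibition of at least 50% after viability correction, with every replicate also passing that limit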;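 also: firefly luciferase signal divided by Alamar Blue viability fluorescence both relative to DMSO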
FN deposition inh – fibronectin deposition inhibition; inhibition, % at 12.6 µM; hit rate 0.086% among 350,000; AH1F fibroblasts, Alexa488-fibronectin deposition fluorescence, overnight;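 active = mean inhibition across replicates of 30% or more, regardless of how many single replicates reach that level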;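 also: positive control wells lacked labelled fibronectin entirely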
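Material: AH1F fibroblast monolayer depositing Alexa488-labelled fibronectin into matrix / Amount: 10000 AH1F cells per well / Signal: fluorescence 485/525 nm / Medium: DMEM, 2% serum / Compound: single dose, pinned / Incubation: 1 h cell adhesion before compound, then overnight fibronectin incubation / Reagent: Alexa488-FN, 24 nM final / Read-out: inhibition of fibronectin deposition signal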
ERAP1 inh – inhibitors of human ERAP1 aminopeptidase | recombinant ERAP1, Leu-AMC fluorescence, 60 min | inhibition, % at 10.7 µM | hit rate 0.15% among 340,000 | AID 652197;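 active = mean replicate inhibition of at least 30%, or all replicates individually reaching that 30% level; inactive = mean below 30% and not every replicate reaching it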;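 also: 0% = neutral control wells and 100% = L-leucinethiol positive control wells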
LGR2 antag – inhibitors of bursicon-induced Drosophila LGR2 receptor cAMP signaling. hit rate 0.35% among 380,000. inhibition, % at 9.99 µM. AID 720647. HEK293 LGR2, CRE-luciferase, bursicon-stimulated, 4 h;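 active = drop in luminescence signal, shown as inhibition above about 50% in the replicate tests, limit read from the data, passing the limit was not always enough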;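 also: agonist challenge used bursicon conditioned medium at about half maximal strength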
PAX8 reporter – inhibitors of PAX8 transcriptional activity in RMG-I cells; RMG-I TPO-luciferase reporter, SteadyGlo, 24 h; inhibition, % at 12.6 µM; hit rate 1.2% among 360,000; AID 652154;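 active = mean replicate inhibition at least 60% with every replicate also reaching 60%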;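 also: luciferase light reporting Pax8 driven TPO promoter activity; plate controls were median of neutral control wells for no effect and mitoxantrone controls for full effect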
PglD DTNB – inhibitors of Campylobacter jejuni PglD acetyltransferase; purified PglD enzyme, DTNB colorimetric CoA detection; inhibition, % at 12.5 µM; hit rate 0.098% among 360,000; AID 602405; in the data active = inhibition above about 16%, passing the limit was not always enough; also: strong numbers were not always called active
Active calls of the source: *; · = no result given; & = joins results of further samples; ! = repeats disagree. These rows are one share of the data; rates above refer to the full screens.

Value order: PGC1a acetyl inh	S100A4 inh HTS	EWS-Fli block	FN deposition inh	ERAP1 inh	LGR2 antag	PAX8 reporter	PglD DTNB
#1 CC=Cc1ccc2n(c1=O)C[C@@H]1[C@@H](CO)[C@H](C(=O)OC)[C@H]2N1CC1CCCCC1 (mixture of isomers)
    ·	6	0	·	-2	22	-2	0
#2 Cc1nc2cc(-c3cccc(F)c3)nn2c(C)c1CCC(=O)N1CCC2(CC1)OCCO2
    10	-2	·	-22	1	·	10	-4
#3 CCCC1COC(Cn2cncn2)(c2ccc(Cl)cc2Cl)O1 (stereo not given)
    5	·	·	11	·	·	-10	-2
#4 CN(C)C(=O)O/N=C(\N)COc1ccc(C(C)(C)C)cc1
    -2	1	57*	5	0	-10	-4	·
#5 O=C(Nc1ccc2ccccc2c1)c1nn(C23CC4CC(CC(C4)C2)C3)cc1Br
    3	·	·	-17	·	12	·	6
#6 O=c1c2ccccc2nc(Cc2ccccc2)n1-c1ccccc1O
    -4	1	11	1	1	-2	8	1
#7 N#Cc1cc2c(nc1SCC(=O)Nc1cc(Cl)ccc1Cl)C1CCN2CC1
    -25	·	·	-3	·	·	-71	-2
#8 Nc1cccc(N=Cc2c(O)n(Cc3ccc(F)cc3)c(=O)[nH]c2=O)c1
    ·	3	·	·	0	-46	·	-3
#9 COC(=O)[C@H]1[C@H](CO)[C@H]2Cn3c(ccc(-c4ccccc4)c3=O)[C@@H]1N2S(=O)(=O)c1ccccc1C
    ·	0	50	·	6	-13	2	2
#10 COC(=O)[C@@H]1[C@@H](CO)[C@@H]2Cn3c(ccc(-c4cccc(F)c4)c3=O)[C@H]1N2C(=O)CC1CC1
    ·	4	-3	·	1	7	·	-1
#11 C/C(=N/O)c1ccc2ccc3ccccc3c2c1
    ·	-2	-153	-8	-3	·	-195	·
#12 CCN(CC)C(=O)c1ccc(NC(=O)c2c(C)noc2C)cc1
    -1	8	-2	-1	3	-6	-4	-8
#13 CC(=O)Nc1ccccc1C(=O)OCC(=O)c1ccccc1Cl
    ·	·	·	5	·	-21	-60	2
#14 Cc1ccc(-n2c(O)c(C=NCCN3CCNCC3)c(=O)[nH]c2=S)cc1
    -4	-8	4	4	-2	-19	9	5
#15 CCN1C(=O)N(CC)C(=O)C2(Cc3ccccc3N3CCN(c4ccccc4)CC32)C1=O (stereo not given)
    -2	1	-22	-10	1	·	3	-9
#16 COc1ccc(OC)c(-n2c(O)c(C=Nc3c(C)n(C)n(-c4ccccc4)c3=O)c(=O)[nH]c2=S)c1
    14	-22	-13	-13	5	-2	18	-5
#17 COC(=O)C1=C(c2ccccc2OCc2ccccc2)C[C@@H]2CC[C@H]1N2C(=O)NCCCOC(C)C
    ·	-6	2	-5	-6	6	-21	5
#18 COC(=O)c1ccccc1OP(=O)(c1cccc([N+](=O)[O-])c1)c1cccc([N+](=O)[O-])c1
    ·	-4	6	-6	0	10	6	·
#19 C[C@]12CC[C@H](O)CC1=CCC1C2CC[C@@]2(C)C1CC[C@@H]2OCc1ccccc1 (stereo not given in full)
    -2	2	-1	0	-1	16	-23	-2
#20 O=C(Cc1cccs1)N1Cc2ccccc2-n2nncc2C1
    -26	-12	-6	0	-1	-11	2	2
#21 ClC(Cl)=C(c1ccc(Cl)cc1)c1ccc(Cl)cc1
    -28	0	-9	-5	-2	6	-4	3
#22 CS(=O)(=O)N1CCCC(C(=O)N2CCC3(CC2)OCCO3)C1 (stereo not given)
    1	6	11	·	10	10	·	6
#23 O=C(c1cc(Cl)cc(Cl)c1)N1Cc2ccccc2-n2nncc2C1
    3	-1	3	2	0	32	24	·
#24 CCC(=NCc1ccco1)c1c(O)n(-c2ccc(Cl)cc2)c(=O)[nH]c1=O
    1	-15	1	-6	·	-9	0	-1
#25 COC(=O)[C@@H]1[C@@H](CO)[C@@H]2Cn3c(ccc(C4=CCCCC4)c3=O)[C@H]1N2Cc1cccnc1
    -6	-1	3	·	0	11	8	2
#26 CCCCN1C(=N)C(CC)(CC)C(=O)NC1=O
    ·	0	0	3	1	-3	55	·
#27 COc1cc(OC)cc(C(=O)NC(=S)N2C[C@H]3C[C@H](C2)c2cccc(=O)n2C3)c1
    4	-1	-2	·	·	-34	·	2
#28 CN1CCC2(CC1)C(C#N)=C(N)NC(S)=C2C#N
    ·	-18&-27	2&-7	3	1&3	26&11	18&7	3
#29 C/C(=N\NC(=O)c1ccncc1)c1c(O)[nH]c(=O)[nH]c1=O
    ·	-8	-4	-22	0	-18	-11	·
#30 Cc1cc(S(=O)(=O)NCc2ccccc2)ccc1OCC(=O)N1CCN(C)CC1
    -5	11	8	·	8	4	·	5
#31 CCCn1cc(CN2CCCC(C(=O)c3cccc(OC)c3)C2)c(C)n1 (stereo not given)
    ·	-3	8	-1	0	-15	4	·
#32 NC(=O)c1cn(C2OC(CO)C(O)C2O)c2ncnc(N)c12 (stereo not given)
    93*!	-27&0	55*!	53*	5&-2	71*	96*	-7
#33 COC(=O)C1=C(c2cccc(OC)c2OC)C[C@@H]2CC[C@H]1N2C(=O)N1CCCC1
    ·	1	-6	0	5	5	-5	6
#34 Cc1ccc(NC(=O)c2snnc2C)cc1Cl
    -9	-2	-10	3	·	-23	-16	0
#35 CCN1C(=O)C(=Cc2ccc(N3CCOCC3)o2)C(=O)N(CC)C1=S
    -7	-20	1	0	-1	-8	4	·
#36 CCC1C(c2cc(OC)c(OC)c(OC)c2)c2cc3c(cc2OC1N1CCCC1)OCO3 (stereo not given)
    ·	-1	56*	8	0	11	·	·
#37 Cc1nc2cc(F)ccc2n1C1CCN(Cc2nnnn2CCc2ccccc2)CC1
    -1	·	·	3	·	·	26	6
#38 Fc1ccccc1CNCCc1ccc2c(c1)OCO2
    15	-4	-10	3	-3	-16	33	2
#39 CC(=Nc1ccccc1N)c1c(O)n(C)c(=O)[nH]c1=O
    13	2	-41	-1	1	-25	27	6
#40 Cc1cccc(-n2c(O)c(C=NCCN3CCCCC3)c(=O)[nH]c2=O)c1
    -3	-2	13	-14	·	0	10	5
#41 O=C(NCC1=C(c2ccc3ccccc3c2)C[C@@H]2CC[C@H]1N2Cc1ccco1)c1cccnc1
    -19	-4	-5	-6	-5	18	4	-2
#42 CN1C(=O)C(=Cc2sc(=O)n(-c3ccccc3)c2N(C)C)C(=O)N(C)C1=O
    4	-4	2	0	·	2	-23	-10
#43 COC(=O)[C@H]1[C@H](CO)[C@H]2Cn3c(cccc3=O)[C@@H]1N2C(=O)C1CC1
    ·	2	0	·	-3	-5	·	-2
#44 COc1cccc(C(=O)C2CCCN(Cc3ccon3)C2)c1 (stereo not given)
    1	-1	0	0	1	-24	5	·
#45 C/C(=N\N1CCCCCC1)c1c(O)n(-c2ccc(Cl)cc2)c(=O)[nH]c1=O
    ·	0	6	0	1	·	14	5
#46 CN1/C(=C\C=C2C(=O)NC(=O)NC2=O)C(C)(C)c2ccccc21
    17	45	7	-10	-1	6	-1	·
#47 COc1ccc(CNCCc2ccc3c(c2)OCO3)c(OC)c1OC
    -3	0	-7	-24	-1	-15	21	-1
#48 CNC(=O)Oc1cccc(-c2cn3cc(OC(=O)NC)ccc3n2)c1
    ·	5	-58	7	9	-4	26	·
#49 O=C(CF)NC(NC(=S)Nc1cccc([N+](=O)[O-])c1)C(Cl)(Cl)Cl (stereo not given)
    ·	0	12	-9	-36	-9	1	·
#50 CNC(C)(C)Cc1ccccc1
    -2	-3	-3	-6	-3	2	-41	-1
#51 CC(=O)c1c(C)[nH]c(C(=O)N2CCC3(CC2)OCCO3)c1C
    -3	·	·	7	·	·	1	-1
#52 COc1ccccc1N1CCN(Cc2ccc(Br)cc2)CC1
    -20	4	3	0	-6	-11	-19	-2
#53 Cn1cc(C(=O)OCC(=O)NC2CCCCC2)c2ccccc21
    ·	7	-4	-9	-3	-8	5	-1
#54 Cc1nc2ccccc2c(=O)n1-c1cc([N+](=O)[O-])cc([N+](=O)[O-])c1
    ·	1	9	3	1	2	1	6
#55 COc1ccc(CCn2c(O)c(/C=N/N3CCOCC3)c(=O)[nH]c2=O)cc1OC
    6	2	-4	-6	-3	-16	3	5
#56 COC(=O)C1=C(c2ccc(S(C)(=O)=O)cc2)C[C@@H]2CC[C@H]1N2C(=O)N1CCCCC1
    ·	9	9	3	-5	·	-1	-1
#57 CNCC(O)c1cc(OCc2ccccc2)c(OCc2ccccc2)cc1F (stereo not given)
    ·	-3	1	-9	2	-17	-1	·
#58 NS(=O)(=O)c1ccc(N=Cc2c(O)n(C3CCCCC3)c(=O)n(C3CCCCC3)c2=O)cc1
    7	·	·	-11	·	27	·	2
#59 COC1=CC(=O)OC(CCc2ccc3c(c2)OCO3)C1 (stereo not given)
    1	0	-27	·	·	·	·	2
#60 Cc1ccc(C(O)(c2ccc(C)c(C)c2)C2CN3CCC2CC3)cc1C (stereo not given)
    -13	-8	10	7	0	15	21	-7

Additional compounds.
Value order: PGC1a acetyl inh	S100A4 inh HTS	EWS-Fli block	FN deposition inh	ERAP1 inh	LGR2 antag	PAX8 reporter	PglD DTNB
#61 C/C(=N\N1CCCCCC1)c1c(O)n(C2CCCCC2)c(=O)[nH]c1=O
    -4	3	5	3	-1	-17	-3	0
#62 Nc1ccc2ccc3cccc[n+]3c2c1
    ·	12	5	-13	2	11	-80	-15
#63 CN(C)C(=O)Oc1ccc(OCc2nc3ccccc3[nH]2)cc1
    ·	20	40	1	1	53*	30	·
#64 NC(=O)Nc1cccc(C(F)(F)F)c1
    -7	·	·	-2	·	·	3	-4

Entries of single compounds from above. Order of screens: PGC1a acetyl inh | S100A4 inh HTS | EWS-Fli block | FN deposition inh | ERAP1 inh | LGR2 antag | PAX8 reporter | PglD DTNB
COC(=O)C1=C(c2ccc(S(C)(=O)=O)cc2)C[C@@H]2CC[C@H]1N2C(=O)N1CCCCC1 is listed with · | 9 | 9 | 3 | -5 | · | -1 | -1
O=C(CF)NC(NC(=S)Nc1cccc([N+](=O)[O-])c1)C(Cl)(Cl)Cl (stereo not given) is listed with · | 0 | 12 | -9 | -36 | -9 | 1 | ·
O=C(Cc1cccs1)N1Cc2ccccc2-n2nncc2C1 is listed with -26 | -12 | -6 | 0 | -1 | -11 | 2 | 2
COC1=CC(=O)OC(CCc2ccc3c(c2)OCO3)C1 (stereo not given) is listed with 1 | 0 | -27 | · | · | · | · | 2
Cc1nc2cc(-c3cccc(F)c3)nn2c(C)c1CCC(=O)N1CCC2(CC1)OCCO2 is listed with 10 | -2 | · | -22 | 1 | · | 10 | -4
